Assay outcomes as filed in PubChem BioAssay.
Cav3 T inh: blocks human Cav3.2 T-type calcium channel; actives 4% (n = 100,000); B-score at 10 µM; AID 449739; O95180; Cav3.2-expressing cells, Fluo-4 calcium fluorescence FDSS; active compounds read low;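 active means single-dose well whose peak fluorescence ratio is a statistical outlier from its plate by either plate-standardised score or position-corrected B-score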
Target sequence (O95180 whole entry, looked up): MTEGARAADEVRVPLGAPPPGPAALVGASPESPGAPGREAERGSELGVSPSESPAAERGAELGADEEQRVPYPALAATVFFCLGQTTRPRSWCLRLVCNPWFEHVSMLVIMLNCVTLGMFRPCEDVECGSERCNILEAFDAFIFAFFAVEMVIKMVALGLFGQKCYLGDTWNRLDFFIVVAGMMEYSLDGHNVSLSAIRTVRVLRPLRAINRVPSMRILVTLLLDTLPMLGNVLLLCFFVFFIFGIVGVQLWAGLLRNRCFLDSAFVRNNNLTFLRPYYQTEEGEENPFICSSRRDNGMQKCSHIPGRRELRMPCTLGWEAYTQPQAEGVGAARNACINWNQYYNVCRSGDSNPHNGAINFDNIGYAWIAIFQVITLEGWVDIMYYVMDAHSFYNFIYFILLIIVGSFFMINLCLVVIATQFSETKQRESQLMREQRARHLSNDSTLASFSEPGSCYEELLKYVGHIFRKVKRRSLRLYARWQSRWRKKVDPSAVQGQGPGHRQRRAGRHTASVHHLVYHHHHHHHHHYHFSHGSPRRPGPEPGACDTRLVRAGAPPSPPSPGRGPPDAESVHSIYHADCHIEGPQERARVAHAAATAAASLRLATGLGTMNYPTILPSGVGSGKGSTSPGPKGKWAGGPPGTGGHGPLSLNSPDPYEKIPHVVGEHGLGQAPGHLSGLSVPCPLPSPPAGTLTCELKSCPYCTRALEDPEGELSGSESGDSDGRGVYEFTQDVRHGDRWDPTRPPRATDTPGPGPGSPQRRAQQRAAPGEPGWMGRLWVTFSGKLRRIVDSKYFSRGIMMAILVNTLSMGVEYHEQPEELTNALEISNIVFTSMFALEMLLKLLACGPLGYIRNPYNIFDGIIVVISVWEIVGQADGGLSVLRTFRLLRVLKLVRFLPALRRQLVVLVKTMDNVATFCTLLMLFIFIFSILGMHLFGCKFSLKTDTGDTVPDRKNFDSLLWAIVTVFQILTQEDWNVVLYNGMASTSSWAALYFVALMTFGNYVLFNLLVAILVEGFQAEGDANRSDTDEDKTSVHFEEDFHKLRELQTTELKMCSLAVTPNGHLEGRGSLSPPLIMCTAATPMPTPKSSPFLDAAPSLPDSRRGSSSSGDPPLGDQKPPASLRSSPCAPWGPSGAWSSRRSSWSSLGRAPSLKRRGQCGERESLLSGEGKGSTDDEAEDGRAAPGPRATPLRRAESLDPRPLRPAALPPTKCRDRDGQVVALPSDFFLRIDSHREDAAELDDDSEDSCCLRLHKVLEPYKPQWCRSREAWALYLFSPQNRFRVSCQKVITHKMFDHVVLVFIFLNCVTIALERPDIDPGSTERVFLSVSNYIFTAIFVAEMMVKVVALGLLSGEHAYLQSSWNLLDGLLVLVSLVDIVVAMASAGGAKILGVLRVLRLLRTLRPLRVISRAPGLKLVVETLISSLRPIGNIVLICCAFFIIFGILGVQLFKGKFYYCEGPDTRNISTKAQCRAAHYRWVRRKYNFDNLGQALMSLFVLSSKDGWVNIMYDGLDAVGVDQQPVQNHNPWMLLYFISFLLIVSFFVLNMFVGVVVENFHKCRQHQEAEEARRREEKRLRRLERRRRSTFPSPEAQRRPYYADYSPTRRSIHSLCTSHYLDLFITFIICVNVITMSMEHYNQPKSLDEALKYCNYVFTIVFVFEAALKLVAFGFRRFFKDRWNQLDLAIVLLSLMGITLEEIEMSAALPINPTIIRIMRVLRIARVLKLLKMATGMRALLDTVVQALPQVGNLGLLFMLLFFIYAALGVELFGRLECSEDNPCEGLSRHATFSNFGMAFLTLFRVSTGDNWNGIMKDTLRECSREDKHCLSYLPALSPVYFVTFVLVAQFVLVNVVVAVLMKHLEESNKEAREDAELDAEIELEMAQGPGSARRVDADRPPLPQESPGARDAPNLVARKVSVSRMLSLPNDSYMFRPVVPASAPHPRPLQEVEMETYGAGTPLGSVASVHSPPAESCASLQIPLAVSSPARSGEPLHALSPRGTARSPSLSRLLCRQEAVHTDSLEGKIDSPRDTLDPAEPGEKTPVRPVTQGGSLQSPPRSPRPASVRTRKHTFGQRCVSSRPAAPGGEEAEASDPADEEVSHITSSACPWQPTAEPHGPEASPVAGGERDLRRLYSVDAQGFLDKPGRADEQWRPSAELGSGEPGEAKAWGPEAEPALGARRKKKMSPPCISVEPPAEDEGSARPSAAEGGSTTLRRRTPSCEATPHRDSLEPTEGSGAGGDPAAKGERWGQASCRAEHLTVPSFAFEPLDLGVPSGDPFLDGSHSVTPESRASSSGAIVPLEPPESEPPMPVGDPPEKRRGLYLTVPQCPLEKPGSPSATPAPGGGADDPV
Starred values were filed as active, the others as inactive. These rows are one share of the data; rates above refer to the full screens.

compound	Cav3 T inh
O=S(=O)(Nc1nc2ccccc2nc1NCc1ccco1)c1ccccc1	-1.31
Cc1cc(OCC(=O)NCCN2CCOCC2)ccc1Br	0.0528
COc1cc(OC)c(C(=O)Nc2ccc(N(C)C)cc2)cc1OC	0.0545
CCOC(=O)C1C(=O)CC(C)(O)C(C(=O)OCC)C1c1ccc(C)s1 (configuration not stated)	0.664
CS(=O)(=O)N(CCc1ccccc1)CC(=O)N1CCN(c2ccccc2)CC1	0.57
Cc1ccc(O)c(-c2cc(C(=O)NCc3ccncc3)[nH]n2)c1	-1.56
CCn1c(C)nc2cc(-c3nc4n(n3)Cc3ccccc3-4)ccc21	0.727
COc1ccc(C(=O)Nc2ccccn2)cc1	0.417
CSc1ccc(Cl)c(C(=O)OCC(=O)N2CC(C)OC(C)C2)c1 (configuration not stated)	0.684
C/C(N)=C(/C#N)C(=O)CSc1nnc(Nc2c(C)cccc2C)s1	-0.151
C[C@@H]1CC=C[C@H]2[C@H]1C(=O)N(Cc1ccccc1)[C@H]2c1ccc(-c2ccc(N(C)C)cc2)cc1F	-1.23
Cc1nc2c(ccc3nc(NC(=O)c4ccc(S(=O)(=O)N(C)C)cc4)sc32)s1	0.778
O=C(CCC(=O)OCC(F)(F)C(F)F)NCc1ccccc1	0.633
CN(CC(=O)Nc1cccnc1)S(=O)(=O)c1ccccc1	1.05
COc1ccccc1C(=O)Nc1ccc(S(=O)(=O)N2CCc3ccccc32)cc1	-1.41
CCOC(=O)NC(Nc1nnc(SCC)s1)(C(F)(F)F)C(F)(F)F	0.444
Cc1ccc(CNC(=O)C2CC(c3cccc([N+](=O)[O-])c3)=NO2)o1 (configuration not stated)	-0.072
CC1CCN(c2nncc3ccccc23)CC1	0.26
CCN(CC)S(=O)(=O)c1cc(C(=O)Oc2ccccc2OC)ccc1OC	-1.99
CC(C)C(=O)NC(=S)Nc1ccccc1C(=O)Nc1ccccc1	0.928
O=C(c1ccc(Cl)c(Cl)c1)N1CCC(=O)N(C(COCc2cccc(C(F)(F)F)c2)Cc2ccccc2)CC1 (configuration not stated)	-2.59
COc1ccc(NC(=O)C2C(=O)NC3(C)CC2c2ccccc2O3)cc1 (configuration not stated)	-0.55
CCN(CC)S(=O)(=O)c1ccc(-c2nnc(SCC(=O)Nc3cc(OC)cc(OC)c3)o2)cc1	0.017
CCOC(=O)c1ccc(NC(=O)CSc2n[nH]c(-c3ccncc3)n2)cc1	0.147
O=C(CCCc1nc2ccccc2s1)N1CCN(S(=O)(=O)c2cccs2)CC1	-0.298
CCC1(CC)C(=O)C2=C3C1[C@H](C(=O)OC)C=C(C(=O)OC)C[C@H]3n1c(=O)n(C)c(=O)n1[C@H]2C (some centres not stated)	0.743
COc1ccc(NC2CCN(C3CC(=O)N(c4ccc(F)c(Cl)c4)C3=O)CC2)cc1 (configuration not stated)	-2.46
CC(C)c1nc(N2CCN(C(=O)c3ccco3)CC2)c2c3c(sc2n1)CCCC3	-2.28
N#CN=C1SCCS1	-4.45*
Cc1oc(-c2ccc3c(c2)OCCO3)cc1C(=O)O	0.226
CC12CCC(=O)N1c1ccccc1C(=O)N2c1ccccc1 (configuration not stated)	-0.127
CC1(C)N=C(N)N=C(N)N1c1cccc(C(=O)O)c1	0.271
CCOC(=O)CCc1c(C)c2ccc(OCc3ccc([N+](=O)[O-])cc3)cc2oc1=O	-0.241
CCc1ccccc1SCc1noc(C(=O)NCC2CCCO2)c1C(=O)O (configuration not stated)	1.06
O=C(Nc1nn[nH]n1)C12CC3CC(CC(C3)C1)C2	0.968
Cn1c(=O)oc2cc(S(=O)(=O)NCCCN3CCCC3=O)ccc21	0.273
CCOC(=O)Cn1nc(-c2ccc(Cl)cc2)cc1N	1.32
COc1ccc(CCNC(=O)C2CCN(S(=O)(=O)c3ccc(-n4cnnn4)cc3)CC2)cc1OC	0.0898
CCOc1ccccc1N(CC(=O)Nc1ccccc1C(=O)NCc1ccco1)S(C)(=O)=O	0.48
CCOc1ccc(CCNC(=O)C(O)c2ccccc2)cc1 (configuration not stated)	0.71
CS/C(=N\S(=O)(=O)c1ccc(Cl)cc1)c1ccccc1	-2.12
O=C(CCc1ccccc1)NC1CCSC1=O (configuration not stated)	2.48
CCN(CC)S(=O)(=O)c1ccc(Cl)c(OC)c1	1.37
CCCCCCN(C(=O)CCCCCN1C(=O)NC(c2ccc(-c3ccccc3)cc2)C(C(=O)OCc2ccccc2)=C1C)C(C(=O)NCCCC)C1CCCCC1 (configuration not stated)	0.833
CCCCCC1NC(=O)NC1CCCCCC(=O)O (configuration not stated)	-1.07
c1coc(CN(Cc2ccco2)c2ncnc3c2oc2ccccc23)c1	-3.74
CCCOC(=O)c1ccc(NS(=O)(=O)c2cccs2)cc1	-4.98*
O=C(CSc1nnc(-c2ccccn2)n1-c1ccccc1)Nc1ccc2c(c1)OCO2	0.144
CCOC(=O)C(C#N)C(Cc1ccccc1)c1ccco1 (configuration not stated)	-1.69
COc1cc(-c2noc(CCC(=O)Nc3cccnc3)n2)cc(OC)c1OC	1.19
CCOC(=O)c1nnn(-c2nonc2N)c1-c1ccc(C)cc1	-0.344
Cc1nc(-c2ccccc2)sc1C1(C)CC(c2c(Cl)cccc2Cl)=NO1 (configuration not stated)	-0.512
O=C(Cn1c(=O)oc2cc(S(=O)(=O)N3CCCC3)ccc21)NCc1ccc(F)cc1	0.418
CNC(=S)N/N=C(\C)c1ccc(-n2ccnc2)cc1	0.282
Clc1ncnc2scc(-c3ccccc3)c12	-0.758
C=C(C(=O)O)C1CCC2(C)CCCC(C)(O)C2C1 (configuration not stated)	-0.0128
CCOc1cccc2cc(C(=O)N3CCN(C/C=C/c4ccccc4)CC3)c(=O)oc12	-3.02
CN1/C(=C\C=Nc2ccc3ccccc3c2)C(C)(C)c2ccccc21	-9.43*
O=C(COc1cccc2ccccc12)N/N=C/c1ccc(Sc2nc3ccccc3s2)o1	-2.9
CC(C)C(=O)N1CCN(c2nc(-c3ccccc3)c3c(c2C#N)CCCC3)CC1	-5.27*

(more compounds)
compound	Cav3 T inh
Cc1ccc(C(=O)NC(=S)NNC(=O)c2ccccc2[N+](=O)[O-])cc1	-7.98*
CSc1ccc(C(=S)N2CCN(C)CC2)cc1	-0.0156
CCOC(=O)COc1c(C=O)cc(Br)cc1OC	0.516
CCc1cc(-c2n[nH]c(=S)n2N)n(C)n1	-0.309
CCOC(=O)C1CCN(C(=O)Cc2ccc(OC)c(OC)c2)CC1	-0.186
O=C(Cc1cccs1)Nc1ccc(-c2nnn(CC(=O)N3CCOCC3)n2)cc1	0.209
Cc1nn(-c2ccccc2)c(C)c1P(=O)(c1ccccc1)N(C)C (configuration not stated)	0.621
Cc1ncc(CC(=O)n2cc(C(=O)c3cc(Cl)ccc3O)cn2)s1	-2.79
Cc1ccc(CN(C(=O)c2c(F)cccc2F)C2CC(C)(C)NC(C)(C)C2)o1	0.103
Cc1cc(=O)oc(C)c1C(=O)NC1CC(C)(C)NC(C)(C)C1	0.767
Cc1ccc(S(=O)(=O)N2CCC(=O)N(CCOC(=O)Nc3ccc(F)cc3)CC2)cc1	0.507
COC(=O)c1sccc1NC(=S)N1CCCCC1C (configuration not stated)	-1.01
O=C(Cn1nnc(-c2ccccc2)n1)Nc1ccccc1N1CCOCC1	-1.23
COC(=O)C1=C(C(=O)OC)SC(=C2C(=S)C(C)(C)N(C(=O)C3CC3)c3ccccc32)S1	-2.28
O=C(Nc1cccc(C(=O)N2CCOCC2)c1)c1ccccc1	0.953
COc1cccc(OC)c1C(=O)Nc1ccccc1C(=O)N1CCOCC1	-1.32
CCC(=O)c1ccc(OCc2ccc(C(=O)OC)cc2)c(OC)c1	0.545
Cc1cccc(N(C)C(=O)COc2cc(=O)n(C)c3ccccc23)c1	0.238
Nc1cc(C(=O)OCC(=O)NCC2CCCO2)ccc1Cl (configuration not stated)	0.712
C/C(N)=C(/C#N)C(=O)COC(=O)CSc1ccc2ccccc2c1	-0.0179
CC(OC(=O)C(NC(=O)c1ccco1)C(C)C)C(=O)Nc1ncc(Cl)cc1Cl (configuration not stated)	0.597
CN(C)CCCOC(=O)c1ccc(Cl)cc1	0.464
FC(F)(F)c1cnc(Oc2ccc(-c3nnco3)cc2)c(Cl)c1	-0.667
Cc1nn(-c2ccc(Cl)c(Cl)c2Cl)c(=O)c2ccccc12	-2.72

An excerpt from above in order of count of non-hydrogen atoms, descending:
compound	Cav3 T inh
COC(=O)C1=C(C(=O)OC)SC(=C2C(=S)C(C)(C)N(C(=O)C3CC3)c3ccccc32)S1	-2.28
CC(OC(=O)C(NC(=O)c1ccco1)C(C)C)C(=O)Nc1ncc(Cl)cc1Cl (configuration not stated)	0.597
CCC(=O)c1ccc(OCc2ccc(C(=O)OC)cc2)c(OC)c1	0.545
O=C(Nc1cccc(C(=O)N2CCOCC2)c1)c1ccccc1	0.953
Cc1nn(-c2ccc(Cl)c(Cl)c2Cl)c(=O)c2ccccc12	-2.72
CN(C)CCCOC(=O)c1ccc(Cl)cc1	0.464

(next part)
compound	Cav3 T inh
CCS(=O)(=O)N1CCC(C(=O)NCCc2ccccc2)CC1	0.139
CCOc1cc(S(=O)(=O)N2CCC(c3nc4ccccc4s3)CC2)c(OCC)cc1S(=O)(=O)N1CCCCC1	-1.16
CCC(=O)N1N=C(c2ccc(NS(C)(=O)=O)cc2)CC1c1ccc(C)cc1 (configuration not stated)	0.877
CCOC(=O)C1CCN(C(=O)c2cc3cc4cc(OC)ccc4nc3o2)CC1	0.516
COc1nn(CC(=O)N2N=C(C)CC2(O)C(F)(F)F)cc1[N+](=O)[O-] (configuration not stated)	1.22
O=C(NCCN1CCCC1)C1CC(=O)N(C2CCCCC2)C1 (configuration not stated)	0.436
C=C1c2ccccc2S(=O)(=O)N(Cc2ccccc2)C1COCc1ccccc1 (configuration not stated)	-2.16
CCOC(=O)N1CCN(C(=O)c2ccc(Cl)c(S(=O)(=O)Nc3ccccc3)c2)CC1	2.45
CCCc1nnc(SCC(=O)N2CCCC(C)C2)n1CCCOC (configuration not stated)	-0.0206
Cc1sc2nc(CN(C(=O)NC3CCCCC3)C3CCCC3)[nH]c(=O)c2c1C	-0.013
Cn1nc(C(F)(F)F)c(/C=N/OC(=O)c2ccccc2Cl)c1SCc1ccccc1Cl	-6.56*
C/C(=C\c1ccccc1)C(=O)NC1CCSC1=O (configuration not stated)	-1.61
CCOC(=O)C(=Cc1ccc(OCc2ccc([N+](=O)[O-])cc2)c(OC)c1)C(=O)OCC	-0.111
O=[N+]([O-])c1ccc(Sc2n[nH]c(-c3ccccc3)n2)nc1	0.46
COc1ccc(-c2cc3ccc(OCc4nn[nH]n4)cc3oc2=O)cc1	0.98
Cc1nc(-c2ccccc2)nc2[nH]c(-c3ccccc3)cc(=O)c12	-0.000866
O=C(COn1nnc2ccccc21)NCC1CCCCC1	-0.572
O=C(CN1C(=O)C2C3C=CC(C3)C2C1=O)Nc1ccc2nccnc2c1 (configuration not stated)	1.19
COC(=O)c1ccc(NC(=O)C2C3C=CC(O3)C2C(=O)O)cc1 (configuration not stated)	0.85
C=CCOC(=O)C1=C[C@H](c2csc3ccccc23)C[C@H](OCCCCO)O1	-0.458
CN(C)S(=O)(=O)N1CCN(S(=O)(=O)c2ccccc2)CC1	0.875
Cc1cccc(NC(=O)CCCCCN2C(=O)c3ccccc3C2=O)n1	0.174
COc1ccccc1-n1c(SCC(=O)N(C)C2CCS(=O)(=O)C2)nc2ccccc2c1=O (configuration not stated)	0.526
CCc1ccccc1OCc1nnc(N)s1	-0.387
Cc1ccc(CC(=O)NCC(C)C)cc1	-0.671
CC(C)c1ccccc1OCCCCCNCCO	-0.618
O=C(NCc1ccco1)c1ccc2c(=O)n(-c3ccccc3)c(=S)[nH]c2c1	0.00922
CCCn1nnc(NC(=O)c2sc3ccccc3c2Cl)n1	0.116
CCC1(C(=O)OC)NC(c2cccc(F)c2)C2C(=O)N(C)C(=O)C21 (configuration not stated)	0.344
COCCNC(=O)CN(C(=O)Cn1nnc2ccccc21)c1ccc(C)c(F)c1	0.932
O=C(C1CCN(c2ccc(N3CCOCC3)nn2)CC1)N1CCN(c2ccc(F)cc2)CC1	0.968
O=C(/C=C/c1ccc(O)cc1)c1c(O)cc(O)cc1O	1.15
CCCC(=O)Nc1ccc(C#Cc2ccccc2)cc1	-0.655
COc1ccc(Cl)cc1NC(=O)CC(C)=O	0.439
Nc1nc(-n2cnnc2)nn1-c1ccccc1	0.225
O=C(Nc1ccc(-c2nc3ccccc3o2)cc1)c1cccnc1	-0.562
CCOC(=O)C1=C(C)N=C2SC(C)C(=O)N2C1c1cccc(F)c1 (configuration not stated)	-6.49*
O=C(c1nn(Cc2ccccc2)c(=O)c2ccccc12)N1CCN(C/C=C/c2ccccc2)CC1	-6.74*
CCCN(CCC)C(=O)CSc1nc2ccsc2c(=O)n1NC(=O)c1ccccc1	-1.59
CCCCOc1ccc(C(=O)NCC2(c3ccccc3)CCOCC2)cc1	-1.72
O=S(=O)(c1ccccc1)N1N=C(c2cccs2)CC1c1ccc(F)cc1 (configuration not stated)	0.932
CC(C)(C)Cc1nc(-c2ccc(Cl)cc2)no1	0.599
COC(=O)C(CCSC)NC(=O)Cn1ncc2c(=O)oc3ccc(C)cc3c21 (configuration not stated)	0.764
COC(=O)N1[C@H](Cc2ccccc2)C=C[C@]1(C)C(=O)NCc1ccccn1	0.384
Cc1ccccc1NS(=O)(=O)c1ccc(NC(=O)c2ccco2)cc1	-0.257

Shown as a hit in Cav3 T inh, among the entries above:
compound	Cav3 T inh
N#CN=C1SCCS1	-4.45*
CCCOC(=O)c1ccc(NS(=O)(=O)c2cccs2)cc1	-4.98*
CN1/C(=C\C=Nc2ccc3ccccc3c2)C(C)(C)c2ccccc21	-9.43*
CC(C)C(=O)N1CCN(c2nc(-c3ccccc3)c3c(c2C#N)CCCC3)CC1	-5.27*
Cc1ccc(C(=O)NC(=S)NNC(=O)c2ccccc2[N+](=O)[O-])cc1	-7.98*
Cn1nc(C(F)(F)F)c(/C=N/OC(=O)c2ccccc2Cl)c1SCc1ccccc1Cl	-6.56*
CCOC(=O)C1=C(C)N=C2SC(C)C(=O)N2C1c1cccc(F)c1 (configuration not stated)	-6.49*
O=C(c1nn(Cc2ccccc2)c(=O)c2ccccc12)N1CCN(C/C=C/c2ccccc2)CC1	-6.74*
